mIAP inh = inhibitors of mouse IAP, primary screen, biochemical, luminescence, uHTS | 0.2% of 330,000 active | intestinal alkaline phosphatase [Mus musculus] | purified mouse IAP, CDP-Star luminescence, 30 min | inhibition, % at 10 µM;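 active = inhibition of at least 40% at 10 µM in the primary screen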;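 also: plate controls were DMSO with enzyme for no effect and no enzyme wells for full effect; values of inactives mirror those of a sister screen read the other way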
beta cell repl = inducers of MIN6 beta-cell proliferation, primary screen, ATP luminescence, uHTS; MIN6 cells proliferation, ATPlite luminescence, 48 h; cells starved in 0.2% serum; 100% = growth in 10% serum; proliferation, % at 10 µM; 0.29% of 330,000 active;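 active = compounds whose signal lies at least 3.5 SD above the mean of all wells on their plate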;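 also: 0% = DMSO-treated cells in low-serum medium and 100% = 10% serum control; some compounds called inactive have numbers as strong as hits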
APOBEC3A inh = APOBEC3A ssDNA deaminase inhibitors, primary screen, selectivity assay for APOBEC3G inhibitor project, biochemical, FAM/TAMRA oligo cleavage fluorescence; inhibition, % at 20 µM; 0.41% of 330,000 active; DNA dC->dU-editing enzyme APOBEC-3A (Homo sapiens), P31941; recombinant A3A, FAM/TAMRA ssDNA deamination fluorescence;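 active = at least 40% inhibition at 20 µM here, with at most 30% in a related deaminase screen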;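 also: plate controls were A3A with DMSO for no effect and wells lacking A3A enzyme for full effect; some results filed as inactive read as strong as hits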
Target sequence (P31941 whole entry, looked up): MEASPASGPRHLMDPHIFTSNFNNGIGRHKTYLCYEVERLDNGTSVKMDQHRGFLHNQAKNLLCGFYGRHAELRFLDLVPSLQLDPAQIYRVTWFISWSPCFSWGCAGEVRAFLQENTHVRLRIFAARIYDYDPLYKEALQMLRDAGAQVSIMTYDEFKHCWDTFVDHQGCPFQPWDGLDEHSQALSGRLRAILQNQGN
mIAP activ = activators of mouse IAP, primary screen, biochemical, luminescence, uHTS; muIAP, CDP-Star luminescence, 30 min; hits give high values; 1 = vehicle-only enzyme signal, 0 = enzyme-free wells; AID 2805, 2010; activation factor at 10 µM; 0.24% of 330,000 active;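 active = activation factor of at least 2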; also: the source names both 10 and 20 µM as test concentration; values of inactives mirror those of a sister screen read the other way
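Assay system: mouse IAP enzyme; reagent: chemiluminescent substrate CDP-Star; dosing: test compounds delivered from DMSO solution; schedule: 30 min at room temperature; measured by: luminescence from enzymatic CDP-Star hydrolysis; controls: DMSO-only wells and no-enzyme negative control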
tim10-1 inh = growth inhibitors of tim10-1 mutant yeast, primary screen, luminescence, uHTS; S. cerevisiae tim10-1 ts strain growth, BacTiter-Glo, 24 h; inhibition, % at 20 µM; 2.2% of 330,000 active; AID 463190, 2010;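 active = inhibition of at least 40%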;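 also: mutant grown at 25 °C; 0% = DMSO wells with yeast and 100% = wells holding no yeast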
APOBEC3G inh = APOBEC3G DNA deaminase inhibitors, primary screen, biochemical, fluorescence, single-stranded DNA substrate, uHTS. recombinant A3G, ssDNA deamination FAM/TAMRA fluorescence. DNA dC->dU-editing enzyme APOBEC-3G (Homo sapiens), Q9HC16. 0.28% of 330,000 active. inhibition, % at 20 µM;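 active = inhibition of at least 40% at 20 µM, with no more than 30% in the related APOBEC3A deaminase screen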;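 also: plate controls were DMSO wells with A3G for no effect and wells lacking A3G enzyme for full effect; some compounds called inactive have numbers as strong as hits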
TIM10 inh = growth inhibitors of isogenic TIM10 control yeast, primary screen, counter-screen for tim10-1 yeast inhibitor project, luminescence, uHTS; inhibition, % at 10 µM; 1.4% of 330,000 active; S. cerevisiae TIM10 strain growth, BacTiter-Glo luminescence, 24 h;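 active = inhibition of 40% or more at the single tested concentration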;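 also: wild-type TIM10 isogenic control strain grown at permissive 25 °C; 0% = DMSO yeast wells and 100% = minimal medium wells without yeast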
hIAP block = human IAP inhibitors, primary screen, biochemical, luminescence, uHTS | Intestinal-type alkaline phosphatase (Homo sapiens), P09923 | purified IAP, CDP-Star luminescence, 30 min | inhibition, % at 10 µM | 0.12% of 330,000 active;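 active = inhibition reaching a set limit with compound at 10 µM in the primary screen, cut at about 35% in these data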;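 also: plate controls were DMSO wells with enzyme for no effect and no-enzyme buffer wells for full effect; values of inactives mirror those of a sister screen read the other way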
Target sequence (P09923 whole entry, looked up): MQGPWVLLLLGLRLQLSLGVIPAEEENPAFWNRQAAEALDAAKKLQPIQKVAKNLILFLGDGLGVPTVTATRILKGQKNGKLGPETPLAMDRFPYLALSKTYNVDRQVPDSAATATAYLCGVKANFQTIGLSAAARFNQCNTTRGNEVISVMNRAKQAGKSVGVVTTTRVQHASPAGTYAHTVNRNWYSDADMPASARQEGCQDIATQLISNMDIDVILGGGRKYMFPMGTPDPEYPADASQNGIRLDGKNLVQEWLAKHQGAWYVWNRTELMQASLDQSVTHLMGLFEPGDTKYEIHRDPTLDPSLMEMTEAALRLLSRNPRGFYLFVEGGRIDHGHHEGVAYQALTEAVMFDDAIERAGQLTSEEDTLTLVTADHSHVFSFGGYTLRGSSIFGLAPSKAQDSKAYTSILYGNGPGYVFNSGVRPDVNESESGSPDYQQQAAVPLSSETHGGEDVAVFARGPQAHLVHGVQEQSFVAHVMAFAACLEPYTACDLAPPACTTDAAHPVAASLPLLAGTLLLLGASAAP
NALP3 yeast inh = NALP3 inflammasome inhibitors in reconstituted yeast, primary screen, luminescence, uHTS | Yeast reconstituted NLRP3/ASC/caspase-1, beta-gal luminescence, 24 h | inhibition, % at 10 µM | 0.39% of 330,000 active;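 active = inhibition of 50% or more; inactive = inhibition below 50%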;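 also: plate controls were induced DMSO wells for no effect and uninduced yeast grown without galactose for full effect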
Active calls of the source: *.

nr	Structure	mIAP inh	beta cell repl	APOBEC3A inh	mIAP activ	tim10-1 inh	APOBEC3G inh	TIM10 inh	hIAP block	NALP3 yeast inh
1	CCOc1ccccc1C(=O)NC(C(=O)NCc1ccccc1OC)C(C)C (stereo not given)	2	2	-2	0.98	1	-4	19	2	14
2	O=C1C=C(N2CCN(C3=CC(=O)CCC3)CC2)CCC1	2	-2	28	0.98	9	-4	13	-21	12
3	O=C(NCc1ccccc1Cl)C1CCN(S(=O)(=O)N2CCCCC2)CC1	-2	-3	-2	1	13	-5	-23	12	5
4	COc1ccc(CCN2C(=O)CC(Cc3ccc(Br)cc3)C2=O)cc1OC (stereo not given)	18	0	-3	0.82	16	-7	6	4	1
5	CC(NC(=O)CCC(=O)N1CCCCCC1)c1ccccc1 (stereo not given)	-2	-5	-5	1	16	7	6	7	23
6	COc1ccc(-n2cnnc2SCC(=O)c2ccc(S(=O)(=O)N3CCOCC3)cc2)cc1	2	0	-4	0.98	24	-6	-9	-8	-3
7	CC12CCC(=O)N1C(C(=O)Nc1ccc(Br)cc1Cl)CS2 (stereo not given)	-2	2	7	1	12	-9	6	4	6
8	COc1cc(CNc2ncn[nH]2)ccc1OCc1cccc(C)c1	-6	-1	-9	1.1	2	-7	-17	-54	11
9	O=C(O)Cc1sc(-c2ccccc2)nc1-c1ccccc1	2	-1	-5	0.98	7	-6	-9	1	11
10	CCc1ccc(S(=O)(=O)/N=C2\C=CC(=O)c3ccccc32)cc1	14	-6	-4	0.85	26	-9	22	5	0
11	CCCOc1ccc(N2C(=O)CC(N(CCc3ccccc3)C(=O)c3ccccc3)C2=O)cc1 (stereo not given)	-4	-3	-4	1	16	-6	2	1	13
12	COc1ccccc1N1CCN(Cc2nc3ccccc3c(=O)n2CC(C)=O)CC1	4	-2	-3	0.96	16	-8	6	9	-10
13	CC(C)(O)CC[C@@H](O)[C@](C)(O)[C@H]1CC[C@@]2(O)C3=CC(=O)[C@@H]4C[C@@H](O)[C@@H](O)C[C@]4(C)C3CC[C@]12C (stereo not given in full)	7	2	1	0.93	-21	-7	-1	-8	7
14	CC(C)c1ccc(OCC(=O)NCCO)cc1	2	0	2	0.98	8	-4	-10	4	19
15	O=C(CN1CCOC1=O)N1CCCC(Nc2ccc(F)c(F)c2)C1 (stereo not given)	3	-2	-3	0.97	25	-5	6	-7	4
16	Cc1ccccc1C(=O)N(Cc1nc2ccccc2c(=O)[nH]1)C1CCCC1	3	2	3	0.97	31	-2	22	4	9
17	CCCOc1ccc(C(=O)CCC(=O)NNC(=O)Cn2nc(C)cc2C)cc1	10	-1	-3	0.9	-13	-6	-6	-20	8
18	O=C(Nc1ccccc1)c1ccccc1NC(=O)c1ccccc1[N+](=O)[O-]	0	0	-4	1	13	-3	7	-2	11
19	COc1ccccc1OCCNc1cc(N2CCOCC2)ccc1[N+](=O)[O-]	11	-1	0	0.89	36	-2	34	-18	24
20	Cc1onc(-c2ccccc2)c1C(=O)N1CCN(c2ccccc2F)CC1	4	-2	-1	0.96	-1	-9	3	0	4

Compound profiles, from the list above. Order of screens: mIAP inh, beta cell repl, APOBEC3A inh, mIAP activ, tim10-1 inh, APOBEC3G inh, TIM10 inh, hIAP block, NALP3 yeast inh
Listed for `Cc1onc(-c2ccccc2)c1C(=O)N1CCN(c2ccccc2F)CC1` → 4, -2, -1, 0.96, -1, -9, 3, 0, 4
Listed for `COc1ccccc1OCCNc1cc(N2CCOCC2)ccc1[N+](=O)[O-]` → 11, -1, 0, 0.89, 36, -2, 34, -18, 24

Going on with the list:
nr	Structure	mIAP inh	beta cell repl	APOBEC3A inh	mIAP activ	tim10-1 inh	APOBEC3G inh	TIM10 inh	hIAP block	NALP3 yeast inh
21	CCCCNC(=O)Nc1cc(C(F)(F)F)c[nH]c1=O	10	-2	-2	0.9	8	-1	1	8	1
22	c1ccc(Nc2ccccn2)cc1	5	1	-3	0.95	19	-7	24	14	10
23	COc1cccc(C(CC(=O)NCc2ccco2)NS(=O)(=O)c2ccc(C)cc2)c1OC (stereo not given)	2	-1	-1	0.98	21	-2	14	-12	6
24	CCn1c2ccccc2c2cc(NC(=O)COc3ccccc3)ccc21	-23	-1	-1	1.2	-10	-1	-6	7	16
25	N=c1oc2ccccc2cc1-c1nc(-c2ccccc2)cs1	-2	-5	1	1	13	-2	19	10	12
26	CC(NC(=O)COc1ncnc2cc([N+](=O)[O-])ccc12)c1ccccc1 (stereo not given)	4	0	6	0.96	0	0	-3	-4	4
27	COc1ccc([N+](=O)[O-])cc1-n1cnnn1	3	2	8	0.97	9	-4	9	-3	-3
28	CCOC(=O)Nc1ccc2c(c1)N(C(=O)CN1CCN3CCCC3C1)c1ccccc1CC2 (stereo not given)	-10	-3	-2	1.1	-25	-7	7	10	7
29	CCC(=O)N1N=C(c2ccccc2)CC1c1ccccc1 (stereo not given)	19	-2	-7	0.81	0	-7	-5	-21	8
30	CC1(c2ccc(OC(F)F)cc2)NC(=O)N(CC(=O)Nc2ccc(F)cc2)C1=O (stereo not given)	-11	-2	-3	1.1	-10	-5	-7	-8	4
31	CC(=O)NC(c1ccccc1)c1cccnc1 (stereo not given)	2	5	1	0.98	9	-2	17	8	-13
32	Cc1ccc(NC(=O)CSc2nc3ccccc3c(=O)n2CC2CCCO2)cc1 (stereo not given)	-8	0	2	1.1	-3	8	3	18	2
33	O=C(Nc1ccc(Cl)c(Cl)c1)Nc1ccon1	-73	-7	-3	1.7	29	-4	24	-6	-3
34	CC1=CSC2=NC(C(F)(F)F)(C(F)(F)F)NC(=O)N12	-6	-2	-6	1.1	-30	-10	-27	-19	7
35	O=C(C(Cc1ccccc1)n1cccc1)N1CCN(C2CCCCC2)CC1 (stereo not given)	4	-5	2	0.96	21	3	13	6	25
36	O=C(Nc1ccccc1)c1nnsc1S(=O)c1ccc(Cl)cc1 (stereo not given)	8	-4	2	0.92	92*	9	94*	14	41
37	COc1ccccc1CNC(=O)C1CCN(C(=O)N(C)C)CC1	5	-1	4	0.95	12	2	4	-5	-12
38	CCOC(=O)N1CCC(NC(=O)Cc2ccccc2)CC1	-11	-3	-3	1.1	-5	-6	-4	0	7
39	COc1ccccc1-c1cc(C(F)(F)F)nc(NCc2ccco2)n1	10	-3	4	0.9	30	0	12	-5	21
40	Cn1nc(C(F)(F)F)c2cc(NC(=O)OCc3ccc(F)cc3)sc21	-22	-4	-1	1.2	58*	-4	56*	5	18
41	C(/CCc1ccccc1)=N\Nc1nc2ccccc2[nH]1	-7	-4	-2	1.1	0	-9	-3	-34	1
42	O=C(CN1C(=O)NC2(CCCCC2)C1=O)Nc1cccc(Cl)c1Cl	3	-3	-3	0.97	-16	-10	-4	11	11
43	COc1ccc(C(=O)Nc2cccc(/C=C/c3nc4ccccc4c(=O)[nH]3)c2)cc1	9	-3	-2	0.91	-4	-2	-23	-2	-1
44	COc1cc(NC2c3ccccc3C(=O)N2Cc2ccc3c(c2)OCO3)cc(OC)c1OC (stereo not given)	-9	7	-2	1.1	0	-4	1	-2	0
45	Cc1ccn2c(NC3CCCC3)c(-c3cccs3)nc2c1	-10	-2	-1	1.1	46*	-3	21	-5	18
46	COC(=O)c1[nH]c2ccccc2c1NC(=O)CN1CCC(C(N)=O)(N2CCCCC2)CC1	3	1	8	0.97	14	4	2	13	5
47	CCOc1ccc(CNC(=O)CCC(=O)N2Cc3cccc(OC)c3Oc3ncccc32)cc1	4	3	-2	0.96	19	-4	14	-33	-9
48	COc1cccc(C2CC(c3ccccc3OC)n3nc(N)nc3N2)c1 (stereo not given)	5	1	2	0.95	3	-9	13	2	21
49	CC(=O)c1cc(C#N)c(Oc2cccc(C(F)(F)F)c2)nc1C	1	-2	0	0.99	-32	-2	-38	1	48
50	COc1ccc(OCCCCN(C)Cc2ccccc2)cc1	0	2	-2	1	-5	-6	-2	-8	42
51	COC(=O)C(NS(C)(=O)=O)(c1c(C)[nH]c2ccccc12)C(F)(F)F (stereo not given)	9	4	-2	0.91	9	-7	3	-3	3
52	CCOC(=O)c1sc(NC(=O)c2cc3n(n2)C(C(F)(F)F)CC(c2cccs2)N3)c(C(=O)OCC)c1C (stereo not given)	-6	-4	0	1.1	12	2	-4	-6	16
53	COc1ccc(C(=O)Nc2nccs2)cc1	-7	-1	-1	1.1	-3	-3	-4	-4	30
54	O=C(N[C@@H](Cc1ccccc1)C(=O)OCc1ccccc1)c1nc[nH]c1C(=O)NC(c1ccccc1)c1ccccc1	3	-7	1	0.97	-8	-2	-2	-31	2
55	CSc1nc2[nH]c3c(c2c2nncn12)CC(C)(C)OC3	-5	0	0	1.1	-6	-3	2	-6	-4
56	O=C(NCc1ccccc1)c1cc(-n2cnnc2)ccc1Cl	4	0	-4	0.96	-3	-4	5	-3	16
57	CN(C)C1(CNC(=O)C2CCN(S(=O)(=O)c3cc(Cl)ccc3Cl)CC2)CCCCC1	-8	-5	-6	1.1	7	-4	4	-19	14
58	CCO[C@@H]1OC(C(=O)Nc2ccccc2)=C[C@H](C)[C@H]1CCCO	-18	1	-1	1.2	17	0	19	2	10
59	O=C(NC(CSCc1ccccc1)C(=O)N/N=C/c1ccc(O)cc1O)c1ccc([N+](=O)[O-])cc1 (stereo not given)	39	-5	1	0.61	30	-3	25	-64	7
60	CCn1c(Cc2c(C)[nH]c3ccccc23)nnc1SCC(N)=O	-6	-1	-4	1.1	-18	-5	-8	-3	-5

From PubChem

An unsorted share of the library; 4.6% or so of the library scored in one or more.
